Screening results as filed in PubChem BioAssay.
LYP inhibition: PTPN22 lymphoid phosphatase activity blockers – biochemical, fluorescence intensity, uHTS (AID 1779) | recombinant LYP phosphatase, fluorescence intensity; higher % means a stronger effect | one-dose inhibition, % at 11.5 µM; IC50 in µM for titrated hits | 0.054% of 290,000 active; in the data active means inhibition above about 50%;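 further: plate controls were vehicle with enzyme for no effect and no enzyme for full effect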
West Nile antiviral: inhibition of WNV-induced cytopathic effect – cell-based, CPE readout (AID 1621); West Nile virus-infected cells, CPE inhibition; higher % means a stronger effect; CPE inhibition, % at 10 µM, or IC50 in µM where a hit was titrated; 0.02% of 290,000 active; in the data active means a potency from the dose series; inconclusive means CPE inhibition mostly from about 3.7% at the one dose, without a potency; inactive means the rest, 99 in 100 with CPE inhibition below about 2.2%; further: strong numbers were not always called active
PhoP inhibition: PhoP-dependent GFP reporter repression – Salmonella Typhimurium, primary screen (AID 1863). S. Typhimurium PhoP-regulated promoter GFP reporter, 4 h; higher % means a stronger effect. inhibition, % at 50 µM, or IC50 in µM where a hit was titrated. 0.16% of 300,000 active;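 active means inhibition over 29.93%, a cutoff 3 SD above the screen mean, later confirmed by dose response; inconclusive means inhibition over 29.93% but no dose response follow-up; inactive means inhibition at most 29.93% or unconfirmed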;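 further: 0% = low Mg2+ inducing control and 100% = high Mg2+ repressing control; strong numbers were not always called active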
Dengue-2 NS5 capping: flavivirus cap methylation enzyme inhibition – biochemical, confirmation dose response, primary screen (AID 588689); Dengue-2 NS5 methyltransferase capping enzyme assay, biochemical; higher % means a stronger effect; inhibition, % at 25 µM; hits with a dose series show IC50 in µM; 0.3% of 340,000 active; in the data active means a potency from the dose series; inconclusive means inhibition above about 29% without an active follow-up result
RSV antiviral HEp-2: inhibition of RSV-induced cytopathic effect – HEp-2 cells, primary 10 µM value included (AID 2391). CPE inhibition, % at 10 µM; hits with a dose series show IC50 in µM. 0.13% of 310,000 active. HEp-2 cells, RSV-induced CPE inhibition; higher % means a stronger effect; in the data active means a potency from the dose series; inconclusive means CPE inhibition mostly from about 23% at the one dose, without a potency; inactive means the rest, 99 in 100 with CPE inhibition below about 21%; further: strong numbers were not always called active
GPR35 antagonists: inhibition of zaprinast-stimulated GPR35 beta-arrestin translocation – imaging, U2OS, beta-arrestin-GFP, zaprinast agonist, primary screen (AID 2058). U2OS GPR35 beta-arrestin-GFP translocation imaging, zaprinast antagonism; higher % means a stronger effect. inhibition, % at 10 µM; hits with a dose series show IC50 in µM. 0.052% of 290,000 active;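 active means inhibition of at least 50% with at least 30 cells and total cytoplasm GFP at most 10,000,000; inconclusive means under 30 cells or total GFP of 10,000,000 plus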
MgcRacGAP inhibition: MgcRacGAP GTPase-activating activity inhibitors, confirmation, biochemical, ADP Hunter fluorescence; MgcRacGAP-stimulated Rac1 GTP hydrolysis, ADP Hunter fluorescence; higher % means a stronger effect; GST-tagged Rac1 F28L mutant substrate; inhibition, % at 30 µM, or IC50 in µM where a hit was titrated; 0.6% of 340,000 active; AID 624330;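 active means first-screen hits whose inhibition reached a set limit at any dose in the follow-up dose series; inconclusive means inhibition above the set first-screen limit but never retested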;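 further: fluorescence reports GDP produced by GAP-driven GTP hydrolysis; strong numbers were not always called active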
ER stress rescue: protection against thapsigargin-triggered cell killing – 384-well, CSM14.1, ATP luminescence, primary screen (AID 1222) | CSM14.1 thapsigargin-induced death rescue, ATP luminescence; higher % means a stronger effect | one-dose cellular ATP content (survival), % at 20 µM; EC50 in µM for titrated hits | 190,000 tested, under 10 active;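 active means EC50 below 50 µM in the dose-response confirmation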;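 further: death triggered by thapsigargin at about 15 µM added after 2 h compound pretreatment; cell ATP read after overnight thapsigargin exposure of roughly 18 to 22 hours; normalized against plate controls of thapsigargin alone and 5% DMSO vehicle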
SV40 large T antigen: TAg ATPase/helicase activity blockers – biochemical (AID 1903); SV40 large T antigen ATPase/helicase inhibition assay; higher % means a stronger effect; inhibition, % at 20 µM, or IC50 in µM where a hit was titrated; 0.39% of 310,000 active; in the data active means a potency from the dose series; inconclusive means inhibition mostly from about 32% at the one dose, without a potency; inactive means the rest, 99 in 100 with inhibition below about 32%; further: strong numbers were not always called active
* marks the source's active call; other numbers are inactive results; ? = inconclusive; . = no result given.

Values run as follows: LYP inhibition	West Nile antiviral	PhoP inhibition	Dengue-2 NS5 capping	RSV antiviral HEp-2	GPR35 antagonists	MgcRacGAP inhibition	ER stress rescue	SV40 large T antigen
- COCCCC1CCN(C(=O)C2CCC(=O)N(CCc3cccc(F)c3)C2)CC1 (stereo not drawn)
  -8%	-0.7%	-7%	0%	0.7%	-10%	9%	.	8%
- CCC(C)N(C(=O)COc1ccc(Br)cc1C=O)C1CCS(=O)(=O)C1 (stereo not drawn)
  .	.	-7%	-8%	-1.1%	.	0%	.	12%
- CC1CCC2(CC1)NC(=O)N(Cc1nc(-c3ccccc3)no1)C2=O (stereo not drawn)
  -1%	-0.2%	-2%	-14%	1.6%	-4%	5%	-1.8%	12%
- CCOC(=O)C(NC(C)=O)(Nc1ccc(S(=O)(=O)Nc2cc(C)on2)cc1)C(F)(F)F (stereo not drawn)
  -6%	0.3%	-2%	.	1.2%	-7%	9%	16%	9%
- O=C(O)Cn1cc2c(n1)CCCC2
  -10%	-0.1%	-2%	-7%	0.7%	2%	6%	-1.9%	5%
- CC(C)(C)c1cc(CCC(=O)NCCc2ccccn2)cc(C(C)(C)C)c1O
  -5%	-0.9%	0%	-11%	1.3%	5%	8%	.	7%
- CCC(C)Nc1nc2c(C)cccn2c(=O)c1C=Nc1ccc(OC)cc1 (stereo not drawn)
  6%	-0.7%	3%	-2%	0.9%	41%	9%	0.3%	3%
- Cn1c(SCC(=O)Nc2cccc(F)c2)nnc1-c1cccnc1
  -3%	-0.5%	14%	4%	1.3%	-15%	5%	.	5%
- CS(=O)(=O)N(CCc1ccccc1)CC(=O)NCc1cccnc1
  -3%	0.2%	-7%	.	0.8%	9%	12%	-3.4%	4%
- Cc1onc(-c2ccccc2)c1C(=O)N/N=C/c1ccc([N+](=O)[O-])s1
  0%	0.2%	21%	4%	1.3%	1%	7%	-3.0%	14%

Two of the compounds above, with tabs.
Structure	LYP inhibition	West Nile antiviral	PhoP inhibition	Dengue-2 NS5 capping	RSV antiviral HEp-2	GPR35 antagonists	MgcRacGAP inhibition	ER stress rescue	SV40 large T antigen
COCCCC1CCN(C(=O)C2CCC(=O)N(CCc3cccc(F)c3)C2)CC1 (stereo not drawn)	-8%	-0.7%	-7%	0%	0.7%	-10%	9%	.	8%
CCC(C)N(C(=O)COc1ccc(Br)cc1C=O)C1CCS(=O)(=O)C1 (stereo not drawn)	.	.	-7%	-8%	-1.1%	.	0%	.	12%

Entries above that have fluorine:
Values run as follows: LYP inhibition	West Nile antiviral	PhoP inhibition	Dengue-2 NS5 capping	RSV antiviral HEp-2	GPR35 antagonists	MgcRacGAP inhibition	ER stress rescue	SV40 large T antigen
- COCCCC1CCN(C(=O)C2CCC(=O)N(CCc3cccc(F)c3)C2)CC1 (stereo not drawn)
  -8%	-0.7%	-7%	0%	0.7%	-10%	9%	.	8%
- CCOC(=O)C(NC(C)=O)(Nc1ccc(S(=O)(=O)Nc2cc(C)on2)cc1)C(F)(F)F (stereo not drawn)
  -6%	0.3%	-2%	.	1.2%	-7%	9%	16%	9%
- Cn1c(SCC(=O)Nc2cccc(F)c2)nnc1-c1cccnc1
  -3%	-0.5%	14%	4%	1.3%	-15%	5%	.	5%

(cont.)
Values run as follows: LYP inhibition	West Nile antiviral	PhoP inhibition	Dengue-2 NS5 capping	RSV antiviral HEp-2	GPR35 antagonists	MgcRacGAP inhibition	ER stress rescue	SV40 large T antigen
- CCn1ccnc1C(O)c1cccc2ccccc12 (stereo not drawn)
  -9%	-1.2%	0%	-5%	-0.1%	-1%	5%	.	21%
- CCOC(=O)CC1C(C(=O)OCC)ON2OC(C(=O)OC)C(C(=O)OCC)C12 (stereo not drawn)
  -12%	0.3%	2%	-7%	-0.1%	-3%	3%	-1.1%	-13%
- Cc1cc(C)cc(NC(=O)c2cccn2-c2ncc(C(F)(F)F)cc2Cl)c1
  3%	-0.4%	-2%	-3%	7.8%	1%	1%	4.5%	8%
- CC(C)N(CC#CC(O)(c1ccccc1)c1ccccc1)CCO
  -3%	-0.7%	0%	-10%	1.0%	4%	8%	-3.2%	4%
- O=C(NNS(=O)(=O)c1ccc([N+](=O)[O-])cc1)c1cnn(-c2ccccc2)c1-n1cccc1
  -2%	0.4%	8%	-5%	0.2%	1%	8%	-0.9%	.
- O=C(/C=C(/c1ccc(Cl)cc1)n1cncn1)c1ccccc1
  0%	0.0%	-7%	-4%	3.0%	7%	2%	1.9%	8%
- O=C(NCC(=O)N(c1ccccc1F)C(C(=O)NC1CCCC1)c1ccncc1)c1ccco1 (stereo not drawn)
  -10%	-0.9%	0%	-9%	0.9%	7%	3%	.	4%
- CC(NC(=O)CNC(=O)[C@@H]1Cc2ccccc2CN1)c1ccccc1 (stereo partly drawn)
  -10%	0.3%	2%	22%	5.5%	13%	0%	.	.
- O=C(NNS(=O)(=O)c1ccccc1)C1CCN(S(=O)(=O)c2ccc(Cl)cc2)CC1
  -2%	-0.4%	3%	-5%	0.6%	-22%	4%	0.2%	.
- Cc1c(Br)c([N+](=O)[O-])nn1CC(=O)Nc1ccc(CC#N)cc1
  -5%	-0.5%	6%	.	2.7%	1%	.	0.3%	2%
- COCCNC(=O)c1c[nH]n2c(=O)cc(C3CCN(C(=O)OC(C)(C)C)CC3)nc12
  -11%	0.1%	-4%	3%	1.2%	2%	3%	0.4%	7%
- CCn1c(-c2cc(-c3ccc(OC(C)C)cc3)nc3ccccc23)n[nH]c1=S
  -4%	1.3%	-1%	-2%	10%	-1%	-1%	-8.3%	16%
- O=C1C=C(N2CCOCC2)CCC1
  .	-0.4%	.	-13%	2.5%	.	5%	.	14%
- Cn1c(CN2CCCCC2)nc2cc(NC(=O)c3ccc(Cl)cc3)ccc21
  -2%	-0.3%	-2%	-1%	-1.4%	5%	8%	-1.6%	9%
- O=C1NC(=Nc2ccc(F)cc2)CS1
  -1%	-0.2%	-5%	-2%	0.4%	-4%	10%	-0.7%	13%
- CC1(c2nnc(Cc3ccccc3)o2)CC(c2cccc(Cl)c2)=NO1 (stereo not drawn)
  -6%	-0.5%	-5%	-5%	4.1%	4%	8%	.	11%
- COc1ccc(CCN2C(=O)c3cccc4cccc(c34)C2=O)cc1OC
  3%	.	-5%	-2%	0.1%	1%	7%	0.3%	0%
- NC(=O)c1c(NC(=O)C(=O)NCCCN2CCOCC2)sc2c1CCCC2
  -3%	-1.0%	7%	0%	-0.1%	-7%	15%	.	4%
- COC(=O)c1ccc(S(=O)(=O)N(CCO)Cc2ccccc2)n1C
  -9%	0.2%	2%	8%	1.7%	9%	-12%	.	11%
- Cc1cccc(CCN(CC(=O)NC(C)(C)C)C(=O)c2csnn2)c1
  -1%	-0.6%	-7%	2%	-1.1%	-7%	1%	0.2%	6%

Compound profiles, as listed above. Order of screens: LYP inhibition, West Nile antiviral, PhoP inhibition, Dengue-2 NS5 capping, RSV antiviral HEp-2, GPR35 antagonists, MgcRacGAP inhibition, ER stress rescue, SV40 large T antigen
O=C1C=C(N2CCOCC2)CCC1 as listed: ., -0.4%, ., -13%, 2.5%, ., 5%, ., 14%
CC1(c2nnc(Cc3ccccc3)o2)CC(c2cccc(Cl)c2)=NO1 (stereo not drawn) as listed: -6%, -0.5%, -5%, -5%, 4.1%, 4%, 8%, ., 11%

(list continues)
Values run as follows: LYP inhibition	West Nile antiviral	PhoP inhibition	Dengue-2 NS5 capping	RSV antiviral HEp-2	GPR35 antagonists	MgcRacGAP inhibition	ER stress rescue	SV40 large T antigen
- CC(C)c1ccc2oc(=O)cc(CN3CCCCC3)c2c1
  -6%	0.7%	5%	0%	-0.1%	14%	5%	.	2%
- COCCNc1nc2nonc2nc1N(C)Cc1ccc(C)cc1
  -4%	-0.7%	-2%	-1%	1.3%	-5%	5%	0.4%	4%
- COc1cnn(-c2ccc(C)cc2)c(=O)c1Br
  -7%	2.6%	2%	-1%	-0.5%	6%	8%	.	0%
- CC(C)C(OC(=O)/C=C/c1ccc2c(c1)OCO2)C(=O)NC(N)=O (stereo not drawn)
  -3%	-0.7%	-5%	1%	0.1%	-4%	1%	-1.3%	0%
- COc1ccc(-c2ccc(SCC(=O)c3ccccc3)nn2)cc1OC
  -3%	-0.5%	-10%	-4%	?	-9%	8%	0.8%	10%
- O=C(NCCN1CCN(c2ccccc2)CC1)c1cccn2c(=O)c3ccccc3nc12
  2%	-0.5%	-3%	5%	2.3%	-12%	13%	-1.6%	10%
- CC1CCC(NC(=O)Cn2c(=O)oc3cc(S(=O)(=O)N4CCCC4)ccc32)CC1 (stereo not drawn)
  -10%	-1.0%	.	-3%	0.2%	-6%	12%	.	.
- CSc1nc(O)c(Nc2cccc(Cl)c2)c(=O)[nH]1
  -1%	0.3%	0%	-1%	1.8%	13%	4%	.	22%
- CN(C(=O)COC(=O)c1cc2ccccc2cc1O)c1c(N)n(Cc2ccccc2)c(=O)[nH]c1=O
  .	.	-10%	7%	-1.2%	.	13%	.	15%
- COc1cccc(C2CC(c3ccccc3Cl)n3nnnc3N2)c1 (stereo not drawn)
  3%	-0.4%	28%	3%	11%	6%	2%	-1.2%	2%
- c1ccc(N2CCN(c3ccccc3)C2c2cccnc2)cc1
  -8%	0.6%	13%	.	0.5%	-4%	-3%	-0.6%	-1%
- CCOC(=O)C(=O)C1=CN(Cc2ccccc2)C=C(C#N)C1
  -4%	0.2%	9%	-5%	-0.2%	3%	7%	.	1%
- CCN1CCN(C(=O)c2cn(CCOC)c(=O)c3c2c2ccccc2n3C)CC1
  -6%	-0.1%	6%	-1%	2.0%	13%	3%	-1.2%	-1%
- Cc1cc(C)nc(NS(=O)(=O)c2ccc(CC(C)C)cc2)c1
  -9%	1.1%	0%	3%	17%	-8%	-7%	.	8%
- CCOc1ccc(C(=O)OCC(=O)Nc2ccc(SC(F)F)cc2)cc1OCC
  0%	-0.5%	1%	4%	2.6%	-3%	4%	-0.8%	6%
- CC(CC(=O)O)CC1=NS(=O)(=O)c2ccccc2N1 (stereo not drawn)
  -2%	0.3%	2%	-2%	0.4%	17%	2%	-2.9%	9%
- Cc1ccc(OCc2cc(C(=O)NC3CCOC3)no2)cc1C (stereo not drawn)
  -2%	1.1%	0%	0%	1.6%	-4%	11%	.	12%
